hgDAF-12 ag: H. glycines DAF-12 receptor agonists, primary screen, cell-based, luminescence, HEK293, GAL4 fusion, UAS-luciferase; Nuclear hormone receptor DAF-12 (Heterodera glycines), GAL4 fusion; HEK293 GAL4-hgDAF12 UAS-luciferase reporter, agonist luminescence; normalized to butyrate control; activation, % at 6.8 µM; 1.8% of 370,000 active; AID 687014, 2013;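 active = activation above a cutoff set at the mean of all screened compounds plus 3 SD, cut at about 10% in these data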;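 also: 0% = DMSO wells and 100% = sodium butyrate wells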
HGIII-sPLA2 inh: human group III sPLA2 inhibitors, primary screen, biochemical, QFRET, BODIPY PC-A2 liposome substrate; inhibition, % at 12.2 µM; AID 743126, 2013; 0.56% of 370,000 active; QFRET BODIPY PC-A2 liposome hydrolysis, fluorescence;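 active = inhibition above mean plus 3 SD of compounds lying within the high and low control bounds, cut at about 19% in these data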;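 also: 0% = median of test compound wells and 100% = no enzyme DMSO wells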
ssDAF-12 act: S. stercoralis DAF-12 nuclear receptor activators, primary screen, cell-based, luminescence, HEK293, GRIP1 co-expression, lit1-tk-luc; HEK293 ssDAF-12/GRIP1 lit1-tk-luc reporter; % of 3 µM dafachronic acid response; AID 652126, 2013; 1% of 370,000 active; activation, % at 6.8 µM; Nuclear hormone receptor DAF-12 (Strongyloides stercoralis);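 active = activation above the mean over all tested compounds plus 3 SD, cut at about 0.9% in these data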;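 also: 0% = DMSO-only wells and 100% = 3 µM delta7-dafachronic acid wells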
SMARCA2 activ: SMARCA2 (BRM) function activators, primary screen, cell-based, luminescence, high throughput | activation, % at 9.1 µM | MG213 cells, MMTV-luciferase reporter, dexamethasone, overnight | 1% of 370,000 active; in the data active = activation above about 7.8%;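 also: 0% = vehicle wells and 100% = reference activator wells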
DAX1 inh-1: DAX1 (NR0B1) inhibitors on StAR promoter, primary screen, cell-based, luminescence, SF-1 (NR5A1), full-length DAX-1; inhibition, % at 6.8 µM; HEK293T StAR-luciferase reporter, SF-1/DAX-1 repression relief; AID 652010, 2013; 1.1% of 370,000 active;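 active = inhibition above the mean over all tested compounds plus 3 SD, cut at about 3.6% in these data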;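 also: 0% = DAX-1 cells with DMSO and 100% = cells lacking DAX-1 with DMSO; higher inhibition means more luminescence from relief of DAX-1 repression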
hcDAF12 agonist: H. contortus DAF-12 nuclear receptor activators, primary screen, cell-based, luminescence, HEK293, lit1-tk-luc reporter; activation, % at 6.8 µM; HEK293 hcDAF-12 lit1-tk-luc reporter; 0% DMSO, 100% Δ7-dafachronic acid; 1.4% of 370,000 active;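 active = activation above the mean of all tested compounds plus 3 SD, cut at about 5.5% in these data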;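 also: 100% = response to 3 µM Δ7-dafachronic acid high control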
PG9 binder: binders of HIV-1 gp120 antibody PG9, primary screen, biochemical, TR-FRET | TR-FRET gp120-PG9 antibody binding | inhibition, % at 6.7 µM | 0.43% of 360,000 active | AID 624416, 2012; in the data active = inhibition above about 8.5%
GAA850 FXN act: FXN promoter activators, primary screen, cell-based, luciferase luminescence, HEK293 lucGAA850; HEK293 lucGAA850 FXN promoter luciferase reporter, 24 h; percent of 10 µM SAHA response; activation, % at 6 µM; 0.56% of 360,000 active; AID 540364, 2011;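 active = activation above the average of all compounds screened plus 3 SD, cutoff fixed separately per campaign, cut at about 7.5% in these data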;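 also: 0% = DMSO wells and 100% = 10 µM SAHA wells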
DAX1 inh-2: DAX1 (NR0B1) inhibitors, primary screen, cell-based, HEK293, Gal4-DAX1, luciferase luminescence. AID 504766, 2011. inhibition, % at 6.75 µM. Nuclear receptor subfamily 0 group B member 1 (Homo sapiens), P51843. 0.99% of 340,000 active. HEK293 Gal4-DAX1 luciferase reporter;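 active = inhibition above the mean over all tested compounds plus 3 SD, cut at about 4.2% in these data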;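 also: 0% = DAX1-transfected cells with DMSO and 100% = empty-vector control cells with DMSO; inhibition shows as a rise in luminescence from relieved DAX1 repression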
PLCb3 inh: human PLC-beta3 inhibitors, primary screen, biochemical, fluorescence; 1-phosphatidylinositol 4,5-bisphosphate phosphodiesterase beta-3 (Homo sapiens), Q01970; Purified PLC-beta3, fluorogenic substrate; inhibition, % at 12.2 µM; 0.18% of 370,000 active; in the data active = inhibition above about 11%;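 also: 0% = median of compound wells on plate and 100% = full blocker control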
Target sequence (Q01970 whole entry, looked up): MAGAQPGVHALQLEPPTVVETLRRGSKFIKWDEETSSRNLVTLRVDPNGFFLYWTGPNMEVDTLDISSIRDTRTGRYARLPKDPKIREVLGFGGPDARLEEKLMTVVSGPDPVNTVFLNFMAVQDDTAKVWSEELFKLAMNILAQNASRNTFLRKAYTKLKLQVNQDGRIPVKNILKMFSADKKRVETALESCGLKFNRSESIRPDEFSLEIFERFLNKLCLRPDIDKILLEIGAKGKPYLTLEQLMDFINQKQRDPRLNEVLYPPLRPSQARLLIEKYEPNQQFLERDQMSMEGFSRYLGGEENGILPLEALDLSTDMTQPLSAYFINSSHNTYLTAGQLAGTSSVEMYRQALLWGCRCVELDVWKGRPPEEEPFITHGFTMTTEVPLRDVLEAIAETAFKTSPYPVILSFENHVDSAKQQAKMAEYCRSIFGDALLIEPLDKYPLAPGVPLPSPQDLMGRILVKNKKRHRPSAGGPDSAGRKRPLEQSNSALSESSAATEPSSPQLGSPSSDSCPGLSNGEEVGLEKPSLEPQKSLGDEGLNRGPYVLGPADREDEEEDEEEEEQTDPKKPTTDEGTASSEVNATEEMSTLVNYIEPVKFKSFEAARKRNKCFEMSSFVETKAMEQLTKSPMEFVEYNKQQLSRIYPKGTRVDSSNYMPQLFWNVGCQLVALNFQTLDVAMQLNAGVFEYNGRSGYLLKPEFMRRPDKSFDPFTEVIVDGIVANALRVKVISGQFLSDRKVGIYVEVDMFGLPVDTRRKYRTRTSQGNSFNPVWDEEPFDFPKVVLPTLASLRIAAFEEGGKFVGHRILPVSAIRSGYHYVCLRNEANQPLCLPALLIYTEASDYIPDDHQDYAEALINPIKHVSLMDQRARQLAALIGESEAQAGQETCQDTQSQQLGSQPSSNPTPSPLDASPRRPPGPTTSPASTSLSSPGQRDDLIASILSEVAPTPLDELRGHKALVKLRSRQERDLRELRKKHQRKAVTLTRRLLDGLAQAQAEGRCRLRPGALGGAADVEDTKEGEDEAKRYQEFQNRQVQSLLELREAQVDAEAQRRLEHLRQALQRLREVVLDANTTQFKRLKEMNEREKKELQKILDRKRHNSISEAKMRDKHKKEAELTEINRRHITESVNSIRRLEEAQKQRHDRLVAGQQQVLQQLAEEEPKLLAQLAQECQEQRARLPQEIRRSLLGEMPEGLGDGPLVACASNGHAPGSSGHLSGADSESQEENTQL
NR1D1 modulator: modulators of Rev-erb alpha DNA binding, primary screen, biochemical, FITC-DNA, fluorescence polarization, uHTS; activity, % at 10 µM; Rev-erbα–FITC-DNA binding, 90 min; 0.79% of 370,000 active;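 active = activity above about 14%, limit read from the data; passing the limit was not always enough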;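 also: 0% = DMSO wells with 35 nM protein and 100% = DMSO wells with 750 nM protein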
Active calls of the source: *; nt = not tested or not shown.

Start of the listing, in advance (5 entries):
SMILES | hgDAF-12 ag | HGIII-sPLA2 inh | ssDAF-12 act | SMARCA2 activ | DAX1 inh-1 | hcDAF12 agonist | PG9 binder | GAA850 FXN act | DAX1 inh-2 | PLCb3 inh | NR1D1 modulator
CCOC(=O)C(C)Sc1nc(=O)n2cc(C)ccc2n1 (stereo not given) | -1.4 | -3 | -0.9 | 2 | -0.2 | 0.8 | -2.1 | 0.8 | 0.5 | -2 | -5
Nc1ncnc2c1ncn2[C@@H]1O[C@H](CNC(=O)[C@@H]2CCN2)[C@@H](O)[C@H]1O | -2.0 | 9 | -0.2 | -3 | -0.1 | 0.8 | -2.2 | -1.4 | -0.3 | 4 | 1
O=C(Nc1ccc(Cl)cc1)Nc1cc([N+](=O)[O-])ccc1F | -1.0 | 5 | -1.4 | 0 | -0.1 | -0.7 | -0.8 | 1.4 | 0.1 | 1 | -5
CCn1c(SCC(=O)Nc2ccc(C(C)=O)cc2)nc2nc3c(cc2c1=O)CCCC3 | 6.0 | 9 | -1.3 | -1 | 0.6 | 0.6 | -0.4 | 3.5 | -0.5 | -1 | 17*
COCc1ccc(C(=O)N2CCCC(N3CCN(c4ccccc4C)CC3)C2)s1 (stereo not given) | -1.0 | 0 | -1.5 | -4 | -0.3 | -2.2 | 1.1 | 0.4 | -0.1 | -8 | 6

All compounds of this part, previewed entries included:
SMILES | hgDAF-12 ag | HGIII-sPLA2 inh | ssDAF-12 act | SMARCA2 activ | DAX1 inh-1 | hcDAF12 agonist | PG9 binder | GAA850 FXN act | DAX1 inh-2 | PLCb3 inh | NR1D1 modulator
CCOC(=O)C(C)Sc1nc(=O)n2cc(C)ccc2n1 (stereo not given) | -1.4 | -3 | -0.9 | 2 | -0.2 | 0.8 | -2.1 | 0.8 | 0.5 | -2 | -5
Nc1ncnc2c1ncn2[C@@H]1O[C@H](CNC(=O)[C@@H]2CCN2)[C@@H](O)[C@H]1O | -2.0 | 9 | -0.2 | -3 | -0.1 | 0.8 | -2.2 | -1.4 | -0.3 | 4 | 1
O=C(Nc1ccc(Cl)cc1)Nc1cc([N+](=O)[O-])ccc1F | -1.0 | 5 | -1.4 | 0 | -0.1 | -0.7 | -0.8 | 1.4 | 0.1 | 1 | -5
CCn1c(SCC(=O)Nc2ccc(C(C)=O)cc2)nc2nc3c(cc2c1=O)CCCC3 | 6.0 | 9 | -1.3 | -1 | 0.6 | 0.6 | -0.4 | 3.5 | -0.5 | -1 | 17*
COCc1ccc(C(=O)N2CCCC(N3CCN(c4ccccc4C)CC3)C2)s1 (stereo not given) | -1.0 | 0 | -1.5 | -4 | -0.3 | -2.2 | 1.1 | 0.4 | -0.1 | -8 | 6
NC(=O)CSc1nnc(Cc2csc(Nc3ccc(F)cc3)n2)n1Cc1ccccc1 | -0.4 | 7 | -0.7 | -2 | -0.4 | -0.5 | -2.9 | 0.7 | 0.5 | 2 | 1
Cc1cc(C)c2cc(C#N)c(SCC(=O)NCC3CCCO3)nc2c1 (stereo not given) | -0.3 | 6 | -0.9 | 0 | 0.1 | 0.4 | 0.2 | 0.9 | -0.1 | -2 | 103*
CCS(=O)(=O)Nc1cc(C(=O)OC)ccc1C(=O)OC | 3.1 | 2 | -1.5 | 0 | -0.2 | -0.3 | 0.2 | 2.0 | 2.2 | -115 | 5
O=C1C=C(NCCOC23CC4CC(CC(C4)C2)C3)C2(CCCCC2)O1 | -3.7 | 0 | -1.5 | -3 | -0.5 | -0.7 | 3.1 | -2.1 | 1.6 | -1 | 0
Cc1occc1C(=O)NCc1ccccc1F | 0.7 | -6 | -1.1 | -2 | 0.6 | -0.7 | 1.3 | 0.6 | -0.3 | -13 | 6
CSc1ccc(NC(=O)Nc2cccn(Cc3ccccc3)c2=O)cc1 | -3.8 | -13 | -2.2 | -5 | -2.6 | -2.2 | -0.8 | -1.0 | -3.8 | -27 | -2
CCc1cc(C(=O)OC)c(NC(=O)CC2Sc3ccc(C(F)(F)F)cc3NC2=O)s1 (stereo not given) | -2.9 | 5 | -0.8 | 0 | -0.2 | -1.0 | 1.5 | 0.8 | -0.1 | 2 | -2
Cc1cc(C(=O)Nc2c(C)n(C)n(-c3ccccc3)c2=O)on1 | 1.0 | 6 | -2.3 | -4 | 0.6 | 0.8 | -0.3 | -1.8 | -1.0 | 5 | -5
C[C@@H]1CN([C@@H](C)CO)C(=O)CCCn2cc(nn2)CO[C@H]1CN(C)S(C)(=O)=O | -0.1 | -1 | -1.1 | -1 | 1.3 | 0.5 | 0.2 | nt | nt | 3 | 6
N#Cc1ccccc1CSc1nc2ccc(NC(=O)c3ccccc3C(=O)O)cc2s1 | 8.8 | 6 | -0.8 | 6 | -0.5 | 4.9 | -1.0 | 5.1 | 0.0 | -11 | 6
COCCOC(=O)c1[nH]c2c(c1C)C(=O)CC(c1cc(OC)ccc1OC)C2 (stereo not given) | 3.3 | 1 | -0.3 | -2 | 2.0 | -0.1 | -1.7 | -5.2 | -1.9 | 0 | 5
CN1CCN(C(=O)c2ccc(S(=O)(=O)c3ccc(Br)cc3)cc2)CC1 | 1.4 | -4 | -1.4 | -1 | -0.9 | -1.6 | 0.6 | 0.6 | 0.1 | -1 | 4
O=C(Nc1ccccc1C(=O)O)c1cc(S(=O)(=O)N2CCCCCC2)ccc1Cl | -1.8 | -24 | -1.1 | 2 | 0.2 | 1.6 | -3.0 | 0.6 | -0.9 | -12 | 2
CC1(C(=O)OCC(=O)Nc2ccccc2Cl)CC1(Cl)Cl (stereo not given) | 0.5 | 14 | -0.9 | -4 | 0.3 | 1.9 | -0.6 | -0.2 | -0.2 | 5 | -6
Nc1ccccc1Nc1ccc([N+](=O)[O-])cc1[N+](=O)[O-] | -1.5 | 14 | -1.0 | -3 | -0.8 | -0.3 | -1.3 | -0.6 | 2.8 | 4 | -3
CCCS(=O)(=O)N1CCN=C1SCc1ccc(C)cc1 | 0.6 | 0 | -0.3 | 2 | 0.1 | 0.0 | -2.1 | 4.4 | -1.1 | 2 | -2
COCc1cc(C)nc(OCC(=O)N/N=C/c2ccc(OC)c(O)c2)c1C#N | 3.0 | -34 | -1.2 | -2 | -0.7 | -1.3 | -0.6 | -1.3 | -1.4 | -4 | -2
Cc1ccccc1NC(=O)NC1(C(=O)NCc2ccco2)CCCCC1 | 1.1 | 0 | -1.1 | 6 | 0.0 | 2.2 | -1.1 | 0.7 | -1.7 | -1 | 0
Cc1cc(C)c2c(=O)c3c(oc2c1)C(=O)N(CCO)C3c1cccc(O)c1 (stereo not given) | -2.1 | -14 | -1.3 | 1 | -0.7 | -2.3 | 1.1 | 0.1 | -1.4 | 0 | -5
O=C(O)c1sc2cc(C(F)(F)F)cnc2c1-c1cccs1 | 2.2 | -2 | -0.9 | -4 | 0.0 | -0.8 | -4.3 | -0.2 | nt | -91 | -5
COc1cc(C)c(NC(=O)COc2ccc3c(c2)OCO3)cc1C | 2.0 | 1 | -0.6 | 1 | -0.6 | -0.8 | -1.6 | -0.7 | -0.9 | -7 | 0
CCOc1ccccc1NC1=C(Cl)C(=O)N(c2ccc(OC)cc2)C1=O | 6.3 | -3 | -0.1 | 6 | -1.8 | -1.0 | -1.1 | 2.1 | 2.1 | 1 | -3
COCC(=O)N(Cc1cc2ccc(C)cc2[nH]c1=O)c1ccc(C)cc1C | 1.4 | 4 | -1.1 | 1 | 0.0 | 0.1 | -3.5 | -0.2 | -1.3 | -6 | -2
N#C/C(=C\c1ccccn1)c1nc2ccccc2s1 | 4.2 | -6 | 0.2 | 3 | 0.5 | 2.5 | -4.5 | 5.0 | 1.2 | -143 | 1
Cc1ccc(C(=O)COC(=O)c2ccc(-c3cnc4ccccc4n3)cc2)cc1C | 2.4 | 11 | -0.8 | -3 | 0.3 | 1.8 | 1.1 | -0.5 | -2.0 | -7 | 21
N#CC(C#N)=Cc1ccc(OC(=O)c2ccccn2)cc1 | -0.3 | -4 | -1.2 | 0 | 0.0 | 0.8 | -2.1 | -0.5 | -1.2 | -1 | 0
Cc1nn(-c2ccc(F)cc2)c(-n2cccc2)c1C(=O)N1CCN(C(=O)c2ccco2)CC1 | 0.0 | -3 | -1.5 | -1 | -1.3 | 0.9 | -0.3 | -1.5 | 0.0 | -1 | -1
COCc1cc(C)nc(SCc2ccc([N+](=O)[O-])cc2)c1C#N | -2.8 | 3 | -1.3 | 3 | -0.5 | -1.6 | -1.9 | 2.4 | 4.6* | -1 | 1
Cc1cc(C(=O)N/N=C2\CCCc3ccccc32)c(C)o1 | 5.0 | -1 | -0.3 | 5 | 0.4 | 0.3 | -2.9 | 1.2 | 1.4 | 1 | -3
Oc1ccc2[nH]cc(CCc3ccccc3)c2c1-c1ccccc1 | -2.5 | -13 | -1.3 | -5 | -0.8 | -0.9 | nt | nt | nt | -6 | 3
COc1ccc(CN2CCN(C(=O)Cn3nc(C(=O)O)c4ccccc4c3=O)CC2)cc1F | 0.6 | 8 | -0.2 | -4 | -0.1 | 0.7 | 1.3 | 1.2 | -0.4 | -6 | 3
Cc1ccc(CNCc2ccc3c(c2)OCO3)cc1 | -2.5 | -3 | -1.5 | 1 | 0.0 | -1.0 | -1.3 | -0.5 | 1.2 | -3 | 7
CS(=O)(=O)N1CCN(c2ccccc2F)CC1 | 0.1 | 4 | -1.1 | -3 | 0.5 | -1.7 | 0.2 | 0.4 | 1.8 | -2 | 3
COc1cccc(CN(C)C(=O)c2ccccc2Sc2ccccc2C#N)c1 | -2.3 | -11 | -1.6 | -3 | -0.4 | -1.3 | 0.5 | 1.1 | 0.2 | -7 | 3
CC(Sc1nc2ncc(Cl)cc2[nH]1)C(=O)c1c(N)n(C)c(=O)n(C)c1=O (stereo not given) | 0.4 | 2 | -0.7 | -2 | -0.1 | -0.5 | -1.1 | 0.7 | -0.7 | -11 | -1
CC(=O)N1CCCc2cc(S(=O)(=O)N3CCc4ccccc4C3)ccc21 | -1.1 | 0 | -1.3 | -1 | -0.9 | -1.1 | 0.5 | -0.4 | -1.5 | -6 | 8
CCc1cc(Cn2nc(C(=O)O)cc2-c2ccccc2)on1 | -0.9 | 3 | -1.2 | 0 | -0.1 | -0.2 | 0.6 | 0.3 | 1.7 | 3 | -5
